Dicer inh – inhibitors of Dicer pre-microRNA processing, primary screen, biochemical, cat-ELCCA, chemiluminescence; z-score at 25 µM; AID 1347074, 2019; hit rate 6% among 47,000; Endoribonuclease Dicer (Homo sapiens), Q9UPY3; cat-ELCCA pre-miR-21 Dicer processing; active compounds read high; in the data active = z-score above about 3, passing the limit was not always enough;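 note: plate controls were vehicle for no effect and no enzyme for full effect; higher signal means more uncleaved substrate so more Dicer inhibition; strong numbers were not always called active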
Numbers without * were called inactive. The list is partial; the hit share may differ from the screen's.

How did CCCCCCCCc1ccc(-c2ccc(C(=O)O)cc2)cc1 do in these assays?
Dicer inh: 0.96

What do the screens show for `NC(=S)N/N=C/c1ccc(-c2ccc(C(F)(F)F)cc2[N+](=O)[O-])o1`?
Dicer inh: -1.8

What do the screens show for `Cn1c(=O)n(C)c2cc(S(=O)(=O)NCC(=O)O)ccc21`?
Dicer inh: -0.49

Results for Cc1cc(=O)n2[nH]cc(-c3ccc(Cl)cc3)c2n1 ?
Dicer inh: 2.8

What do the screens show for `CC1=CC(C)(C)Nc2ccc(OC(=O)COc3ccccc3)cc21`?
Dicer inh: -3.4

What do the screens show for `CC(c1ccco1)N(C(=O)c1sc2ccccc2c1Cl)c1ccccn1` (configuration not stated)?
Dicer inh: -0.79

How did Cc1cc(C)c2ccc(C3C(=O)c4ccccc4C3=O)nc2c1 do in these assays?
Dicer inh: -0.59

What do the screens show for `Cc1ccc(/C=C/c2noc(-c3ccccc3O)n2)o1`?
Dicer inh: -0.84

Results for OCCN1CCN(c2nnc(-c3ccccc3)cc2-c2ccccc2)CC1 ?
Dicer inh: -0.98

How did CCOC(=O)c1cnc2cc(-c3ccc(C(C)(C)C)cc3)[nH]n2c1=O do in these assays?
Dicer inh: 1.5

What do the screens show for `COCc1cc(=O)n2[nH]c(Nc3cc(Cl)ccc3C)nc2n1`?
Dicer inh: 1.6

How did OCCN(CCO)c1cccc(Cl)c1 do in these assays?
Dicer inh: 0.56

Results for FC(F)(F)c1cnc(N2CCCN(C(=S)Nc3ccc(Cl)c(Cl)c3)CC2)c(Cl)c1 ?
Dicer inh: -1.1

What do the screens show for `O=C(CCCN1CCC(O)(c2ccc(Br)cc2)CC1)c1ccc(F)cc1`?
Dicer inh: 0.32

How did O=C(Cn1c(=O)oc2cccnc21)Nc1ccccc1Oc1ccc(Cl)cc1Cl do in these assays?
Dicer inh: -1.1

What do the screens show for `COc1cc(C2CC(=O)Nc3nc(N)[nH]c(=O)c32)ccc1OCc1ccccc1` (configuration not stated)?
Dicer inh: 3.4

What do the screens show for `CC1CCCC(N2CNc3nc4ccccc4n3C2)C1C` (configuration not stated)?
Dicer inh: 2.2

Results for CC(=O)Nc1ccc(C(=O)CSc2n[nH]c(=O)n2-c2ccccc2C(F)(F)F)cc1 ?
Dicer inh: 0.64

What do the screens show for `CC(=O)Oc1ccc2c(c1)C(C)=CC(C)(C)N2C(C)=O`?
Dicer inh: 1.1

What do the screens show for `COC(=O)c1cc(-c2nc(C)cs2)c(SC)s1`?
Dicer inh: 11

Results for O=C(Nc1cccc(Cl)c1)OC1CCCCc2cccnc21 (configuration not stated) ?
Dicer inh: -0.24

What do the screens show for `COC(=O)c1scc2c(Sc3nccn3C)cc(C(F)(F)F)nc12`?
Dicer inh: 0.21

How did O=[N+]([O-])c1cc(C(F)(F)F)ccc1OCCO do in these assays?
Dicer inh: -0.23

What do the screens show for `c1cc2cc(C3=NCCN3)ccc2cc1C1=NCCN1`?
Dicer inh: 1.7

Results for COC(=O)C(CC(C)C)NC(=O)CSc1nc(C)cc(=O)[nH]1 (configuration not stated) ?
Dicer inh: 1.1

How did Cc1cccc(-c2nc(NCc3cccnc3)c3ccccc3n2)c1 do in these assays?
Dicer inh: -0.19

What do the screens show for `CCOC(=O)c1cc(CC)sc1NC(=O)c1cccc(C(F)(F)F)c1`?
Dicer inh: 0.82

What do the screens show for `Nc1ncnc2c1nc(N/N=C/c1ccncc1)n2[C@H]1O[C@@H](CO)[C@H](O)[C@@H]1O`?
Dicer inh: 0.89

How did Cc1ccc(S(=O)(=O)C(CC(=O)c2ccc(F)cc2)c2ccco2)cc1 (configuration not stated) do in these assays?
Dicer inh: 3.2*

Results for Clc1ccc(-c2noc(C3CCc4ccccc4O3)n2)cc1 (configuration not stated) ?
Dicer inh: -0.33

What do the screens show for `CN(C)c1ccc(C=C2C(=O)N(c3ccccc3)C(=O)N(c3ccccc3)C2=O)cc1`?
Dicer inh: 1.6

What do the screens show for `CCOC(=O)CCCCOc1ccc2oc3ccccc3c(=O)c2c1`?
Dicer inh: -1.8

Results for CS(=O)(=O)c1ccc(Cl)c(S(C)(=O)=O)c1 ?
Dicer inh: -1.3

Results for Cn1c(=O)c(/C(N)=N/OC(=O)c2ccccc2Cl)cn(-c2ccccc2)c1=O ?
Dicer inh: -2.5

Results for COC(=O)C1=C(C(=O)OC)SC(=C2C(=S)C(C)(C)N(C(=O)C(C)C)c3cc(C)ccc32)S1 ?
Dicer inh: 2.2

How did CCOC(=O)c1c(CS(=O)Cc2ccc(Cl)cc2)oc2c(F)c(F)c(F)c(F)c12 (configuration not stated) do in these assays?
Dicer inh: -0.3

Arranged by molecular weight (largest number first): part of the list above.
Results for COC(=O)C1=C(C(=O)OC)SC(=C2C(=S)C(C)(C)N(C(=O)C(C)C)c3cc(C)ccc32)S1 ?
Dicer inh: 2.2

How did CCOC(=O)c1c(CS(=O)Cc2ccc(Cl)cc2)oc2c(F)c(F)c(F)c(F)c12 (configuration not stated) do in these assays?
Dicer inh: -0.3

What do the screens show for `CN(C)c1ccc(C=C2C(=O)N(c3ccccc3)C(=O)N(c3ccccc3)C2=O)cc1`?
Dicer inh: 1.6

What do the screens show for `Nc1ncnc2c1nc(N/N=C/c1ccncc1)n2[C@H]1O[C@@H](CO)[C@H](O)[C@@H]1O`?
Dicer inh: 0.89

What do the screens show for `COC(=O)c1scc2c(Sc3nccn3C)cc(C(F)(F)F)nc12`?
Dicer inh: 0.21

How did Cc1ccc(S(=O)(=O)C(CC(=O)c2ccc(F)cc2)c2ccco2)cc1 (configuration not stated) do in these assays?
Dicer inh: 3.2*

What do the screens show for `CCOC(=O)c1cc(CC)sc1NC(=O)c1cccc(C(F)(F)F)c1`?
Dicer inh: 0.82

What do the screens show for `CCOC(=O)CCCCOc1ccc2oc3ccccc3c(=O)c2c1`?
Dicer inh: -1.8

Results for COC(=O)C(CC(C)C)NC(=O)CSc1nc(C)cc(=O)[nH]1 (configuration not stated) ?
Dicer inh: 1.1

How did Cc1cccc(-c2nc(NCc3cccnc3)c3ccccc3n2)c1 do in these assays?
Dicer inh: -0.19

Results for Clc1ccc(-c2noc(C3CCc4ccccc4O3)n2)cc1 (configuration not stated) ?
Dicer inh: -0.33

What do the screens show for `COC(=O)c1cc(-c2nc(C)cs2)c(SC)s1`?
Dicer inh: 11

Results for CS(=O)(=O)c1ccc(Cl)c(S(C)(=O)=O)c1 ?
Dicer inh: -1.3

What do the screens show for `c1cc2cc(C3=NCCN3)ccc2cc1C1=NCCN1`?
Dicer inh: 1.7

(cont.)
Results for CCOC(=O)C1=C(C)NC(=O)CC1c1cc(OC)c(OC)cc1Br (configuration not stated) ?
Dicer inh: -0.31

Results for COc1cccc(-c2ccc(-c3noc(-c4cccc(OC)c4)n3)c(OC)n2)c1 ?
Dicer inh: 0.01

Results for O=C(/C=C(\O)c1ccccc1)C(=O)Nc1ccccn1 ?
Dicer inh: -0.28

Results for Cc1sc2nc(SCC(=O)NC3CCCCC3)n(C)c(=O)c2c1C ?
Dicer inh: -0.4

How did CCOCCOC(=O)C1=C(C)NC2=C(C(=O)CC(c3ccccc3)C2)C1c1cccc(F)c1 (configuration not stated) do in these assays?
Dicer inh: 1.2

How did CSc1ccc(/C=C/c2noc(-c3ccccc3O)n2)cc1 do in these assays?
Dicer inh: -1.9

How did NNC(=O)Cc1cc(Br)sc1Br do in these assays?
Dicer inh: -0.56

How did O=S(=O)(c1cccs1)n1ccc(-c2ccc3c(c2)CCO3)n1 do in these assays?
Dicer inh: -0.76

Results for Cc1cc(NCc2ccncc2)ccc1Br ?
Dicer inh: -1.4

Results for Cc1csc2c(N3CCN(S(=O)(=O)c4cc(C(F)(F)F)cc(C(F)(F)F)c4)CC3)ncnc12 ?
Dicer inh: 0.63

How did C=CCn1c(=S)[nH]c2ccccc2c1=O do in these assays?
Dicer inh: 11

Results for CCCCCC(C)NC(=O)C1c2ccccc2Oc2ccccc21 (configuration not stated) ?
Dicer inh: -0.35

What do the screens show for `O=C1C(=O)N2C(=C1C(=O)N1CCOCC1)c1ccccc1CC21CCCC1`?
Dicer inh: -1.1

What do the screens show for `O=C(CSc1nnnn1-c1ccccc1)c1ccccc1`?
Dicer inh: 0.17

What do the screens show for `CCc1ccc(-n2[nH]nnc2=S)cc1`?
Dicer inh: -0.72

Results for COc1ccc2[nH]c(C)c(CN3CCCCC3)c(=O)c2c1 ?
Dicer inh: -0.64

How did O=C(Nc1c(Br)cc(Br)cc1C(=O)Nc1ccc(F)cc1)c1ccccc1 do in these assays?
Dicer inh: -0.43

What do the screens show for `COc1ccc(NC(c2ccccn2)c2ccc3cccnc3c2O)cc1` (configuration not stated)?
Dicer inh: 3.1*

Results for CCOC(=O)c1nc(C)nc(Sc2n[nH]c(-c3cc(Cl)cc(Cl)c3)n2)c1C ?
Dicer inh: -0.97

What do the screens show for `CC(C)(C)NNC(=S)Nc1cc(Cl)ccc1Cl`?
Dicer inh: 2.1

How did O=C1CSC(=Nc2cccc(F)c2)N1Cc1ccccc1Cl do in these assays?
Dicer inh: -0.35

How did Cn1/c(=N\N=C2CCCCC2)sc2ccccc21 do in these assays?
Dicer inh: 0.26

How did CC(=O)N(c1ccccc1)C1CC(C)N(C(=O)c2cccs2)c2ccccc21 (configuration not stated) do in these assays?
Dicer inh: 0.83

What do the screens show for `CC(=O)N1CCC(NC(=O)Oc2ccc(Cl)cc2)CC1`?
Dicer inh: -0.49

How did NS(=O)(=O)c1cccc(NC(=O)C2CC(=O)N(Cc3ccco3)C2)c1 (configuration not stated) do in these assays?
Dicer inh: 0.16

Results for COc1cc2c(cc1OC)C(c1ccccc1Cl)N(C(=O)c1sc3ccccc3c1Cl)CC2 (configuration not stated) ?
Dicer inh: -0.14

What do the screens show for `CC(C)NC(=O)NNC(=O)c1csc(-c2cccnc2)n1`?
Dicer inh: -1.1

How did O=C(Nc1cccc(NC(=O)c2c(F)cccc2F)n1)c1c(F)cccc1F do in these assays?
Dicer inh: -0.22

What do the screens show for `COc1ccc(-c2csc3ncnc(Cl)c23)cc1`?
Dicer inh: 0.63

What do the screens show for `O=C(CSc1n[nH]c(=O)n1-c1ccccc1)c1ccc(Cl)cc1`?
Dicer inh: -3.5

What do the screens show for `O=C(Nc1ccccc1)c1cccc2c1-c1ccccc1C2`?
Dicer inh: -0.27

What do the screens show for `CCOC(=O)c1nc(-c2ccccc2)sc1-c1ccn[nH]1`?
Dicer inh: -0.47

How did COc1cc2ncnc(NC(C)c3ccccc3)c2cc1OC (configuration not stated) do in these assays?
Dicer inh: -0.52

How did COc1ccc(C2Nc3ccccc3NC3=C2C(=O)CC(c2ccc(OC)c(OC)c2)C3)cc1 (configuration not stated) do in these assays?
Dicer inh: 2.5

Results for O=[N+]([O-])c1cc(Cl)c(-n2cccc2)c(Cl)c1 ?
Dicer inh: -0.2

How did O=C(O)c1cncc(Br)c1 do in these assays?
Dicer inh: -0.57

How did CC(C)Cc1ccc(C(C)C(=O)O/N=C(\N)c2ccc(C(F)(F)F)cc2)cc1 (configuration not stated) do in these assays?
Dicer inh: 3.2*

What do the screens show for `CN(CCOC(=O)c1cc(Cl)cc(Cl)c1)c1ccc(C#N)cn1`?
Dicer inh: -0.66

What do the screens show for `FC(F)(F)c1cc(/C=N/Nc2ccc(-c3csnn3)cc2)cc(C(F)(F)F)c1`?
Dicer inh: -2.4

Results for CC1(C)C=Cc2cc(/C(N)=N/OC(=O)Nc3ccc(Cl)cc3Cl)ccc2O1 ?
Dicer inh: -0.61

What do the screens show for `CC1CN(c2nc3ccccc3nc2SCC(=O)N2CCN(C3CCCCC3)CC2)CC(C)O1` (configuration not stated)?
Dicer inh: 1.8

Results for O=C(c1ccc(OCCCc2cnc[nH]2)cc1)C1CC1 ?
Dicer inh: -1

How did Clc1ccc(-c2cc3ccccc3[nH]2)cc1 do in these assays?
Dicer inh: 9.6

What do the screens show for `O=c1c(-c2ccc(Cl)cc2)coc2c(CN3CCOCC3)c(O)ccc12`?
Dicer inh: 1.9

What do the screens show for `Cc1cc(C)c2c(n1)sc1c(Sc3nnc(-c4ccncc4)n3Cc3ccccc3)ncnc12`?
Dicer inh: 15

How did CCOC(=O)CN1C(=O)NC2NC(=O)NC21 (configuration not stated) do in these assays?
Dicer inh: 1.2

Results for CCN=C(Nc1ccc(C(C)(C)C)cc1)SCC1CC1 ?
Dicer inh: 0.11

How did COc1ccc(OC)c(C2SCCN2S(=O)(=O)c2ccccc2)c1 (configuration not stated) do in these assays?
Dicer inh: 2.2

How did Cc1nc(-c2ccc(-c3ccccc3)cc2)cs1 do in these assays?
Dicer inh: 0.49

Results for Cc1cc(C)nc(Sc2ccccc2)n1 ?
Dicer inh: -1.6

Results for COc1ccc(COC(=O)C2=C(C)NC3=C(C(=O)CC(C)(C)C3)C2c2ccc(O)c(OC)c2)cc1 (configuration not stated) ?
Dicer inh: 0.7

How did CN(C(=O)c1ccc2c(c1)CCO2)C(C)(C)C do in these assays?
Dicer inh: -0.86

Results for N#Cc1c(Cl)cccc1Oc1ccc(S(=O)(=O)Oc2c(Cl)cccc2Cl)cc1 ?
Dicer inh: -0.9

What do the screens show for `O=C1CC(c2ccc(F)cc2)Cc2nc(N3CCN(Cc4ccccc4)CC3)ncc21` (configuration not stated)?
Dicer inh: -0.78

How did Cc1ccc2c(c1)CCCN2C(=S)Nc1c(C)cccc1C do in these assays?
Dicer inh: -0.5

What do the screens show for `Cc1c2cccn2cc[n+]1CC(=O)c1ccccc1`?
Dicer inh: 2

What do the screens show for `COc1cc(NC(C)=O)ccc1/C=N/NC(N)=S`?
Dicer inh: 4.4

What do the screens show for `CSC(=CC(=O)c1sc2scc(C)c2c1C)SC`?
Dicer inh: 2.4

What do the screens show for `NS(=O)(=O)c1ccc(NC(=O)CSc2nc3ccccc3s2)cc1`?
Dicer inh: 1.7

How did Cc1cc(C)n(-c2ccc(N/N=C(/C#N)S(C)(=O)=O)cc2)n1 do in these assays?
Dicer inh: -1.1

How did CS(=O)(=O)c1ncc(OCc2ccccc2)cn1 do in these assays?
Dicer inh: 0.25

Results for CCOC(=O)c1cc(/C(N)=N/O)c(C)nc1C(F)(F)F ?
Dicer inh: 1.1

Results for CCOC(=O)c1cnc(COc2ccc(C(C)(C)C)cc2)[nH]c1=O ?
Dicer inh: -2.3

How did CSc1ncc(-c2nnc(SCC(=O)Nc3ccccc3)n2C)n1C do in these assays?
Dicer inh: 0.1

Results for CC(C)(C)c1ccc(C(=O)Nc2nc3ccsc3c(=O)s2)cc1 ?
Dicer inh: 0.07

Assay outcomes (PubChem)
